SKKanGAS inh: blocks kanamycin growth of S. pyogenes SKKanGAS strain. BacTiter-Glo, 6 h. inhibition, % at 7.5 µM. actives 1.3% (n = 300,000). AID 1662;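 active = mean replicate score, as percent of positive control median, at least 50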;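 also: strain carries kanamycin resistance gene driven by streptokinase promoter and grows in 40 µg/ml kanamycin; loss of luminescence reflects streptokinase promoter inhibition or plain growth inhibition; 0% = median of DMSO wells and 100% = positive control at its reference dose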
KLF5 inhibitor: kruppel-like factor 5 inhibition; DLD-1 KLF5 promoter-luciferase reporter, luminescence; inhibition, % at 5 µM; actives 0.23% (n = 290,000);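 active = inhibition above a per-plate limit of that plate's mean compound inhibition plus 3 SD, cut at about 60% in these data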;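 also: 0% = DMSO wells and 100% = LY294002 at 200 µM; higher means less KLF5 promoter-driven luciferase light; inactives centre near -14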
IEC-6 tox: kills IEC-6 intestinal cells in KLF5 counter-screen; IEC-6 cytotoxicity, luminescence viability; inhibition, % at 5 µM; actives 0.78% (n = 290,000); AID 1825; in the data active = inhibition above about 22%;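 also: 0% = plate median of test compound wells and 100% = cytotoxic reference compound wells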
TRPC4 agonist: opens the mouse TRPC4 cation channel | AID 2237 | HEK293 TRPC4beta/mu-opioid, Fluo4 calcium fluorescence; active compounds read high | actives 0.49% (n = 310,000) | B-score at 10 µM;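 active = B-score above 5 SD of library B-scores, and initial fluorescence ratio not above library mean plus 5 SD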;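 also: positive B-score marks a calcium rise read as TRPC4 activation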
Target sequence (Q9QUQ5 whole entry, looked up): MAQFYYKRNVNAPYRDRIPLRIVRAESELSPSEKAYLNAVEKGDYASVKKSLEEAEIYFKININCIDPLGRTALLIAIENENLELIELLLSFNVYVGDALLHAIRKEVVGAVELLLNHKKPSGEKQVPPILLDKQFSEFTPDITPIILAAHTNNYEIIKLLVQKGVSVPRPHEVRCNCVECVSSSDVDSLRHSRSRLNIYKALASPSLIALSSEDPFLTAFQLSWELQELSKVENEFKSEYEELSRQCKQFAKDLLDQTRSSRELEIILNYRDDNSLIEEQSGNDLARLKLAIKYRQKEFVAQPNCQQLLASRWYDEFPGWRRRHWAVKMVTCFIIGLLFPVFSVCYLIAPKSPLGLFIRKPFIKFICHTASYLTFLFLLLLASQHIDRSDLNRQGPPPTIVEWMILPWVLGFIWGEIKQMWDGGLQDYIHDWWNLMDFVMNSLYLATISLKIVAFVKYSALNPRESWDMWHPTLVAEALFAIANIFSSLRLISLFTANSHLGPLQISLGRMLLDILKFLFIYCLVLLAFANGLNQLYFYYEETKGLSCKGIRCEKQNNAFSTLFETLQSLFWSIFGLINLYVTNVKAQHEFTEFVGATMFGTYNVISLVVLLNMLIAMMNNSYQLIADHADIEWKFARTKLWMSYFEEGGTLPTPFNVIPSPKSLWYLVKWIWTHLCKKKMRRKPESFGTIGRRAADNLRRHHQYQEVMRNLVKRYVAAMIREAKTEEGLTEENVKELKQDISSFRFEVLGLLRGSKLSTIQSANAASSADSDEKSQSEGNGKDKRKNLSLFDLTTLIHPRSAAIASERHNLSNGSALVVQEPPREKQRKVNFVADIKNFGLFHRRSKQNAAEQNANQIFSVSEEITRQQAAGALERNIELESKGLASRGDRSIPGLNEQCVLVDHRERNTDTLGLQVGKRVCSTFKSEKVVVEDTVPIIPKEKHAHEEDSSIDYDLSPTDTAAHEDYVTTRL
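Test system: HEK293 cells stably co-expressing mouse TRPC4beta and mu-opioid receptor | Schedule: Fluo4 dye loading 45 min at room temperature, 110 s recording | Measured by: Kinetic Fluo4 calcium fluorescence, 5 s baseline at 1 Hz | Evaluation: B score of integrated ratio | Controls: Buffer (low) and maximal DAMGO (high)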
HIF act: HIF pathway transcriptional activation. U2OS HRE-luciferase reporter, luminescence; normalized: DMSO 0%, desferrioxamine 100%. activation, % at 7.5 µM (by protocol). actives 0.32% (n = 300,000). AID 1910;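 active = mean activation of at least 10% of the iron chelator positive control signal, with at least half of replicates also reaching 10%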
TRPC4 inh: inhibitors of mouse TRPC4 channel; HEK293 TRPC4beta/mu-opioid, DAMGO-evoked Fluo4 calcium flux; active compounds read low; B-score at 10 µM; actives 0.39% (n = 300,000); AID 2247;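 active = B-score over 3 SD under the library average, no early fluorescence shift, positive overall ratio signal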
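Assay system – HEK293 line stably carrying TRPC4beta and mu-opioid receptor · Doses – single dose · Detection – Fluo4 calcium-dye fluorescence, kinetic read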
TRPC6 act: activators of mouse TRPC6 channel. Q61143. HEK293-TRPC6 membrane potential dye fluorescence; active compounds read high. B-score at 10 µM. actives 0.13% (n = 310,000). AID 2550;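 active = B-score of the integrated fluorescence ratio above library mean plus 3 SD, and starting fluorescence ratio within library mean plus 5 SD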;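 also: higher score means more depolarization so channel activation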
aSyn UTR inh: 5' untranslated region of α-synuclein, MLPCN primary screen; inhibition, % (tested at 7.5 µM); alpha-synuclein 5'UTR reporter, inhibitor activity; AID 1813; actives 0.82% (n = 300,000); in the data active = inhibition above about 60%;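 also: H4 neuroglioblastoma cells stably carrying SNCA 5'UTR luciferase fusion; 0% = DMSO wells and 100% = positive control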
TRPC6 inh: mouse TRPC6 channel inhibition | AID 2553 | HEK293-TRPC6, membrane potential dye, ACh-evoked depolarization; active compounds read low | actives 1.1% (n = 310,000) | B-score at 10 µM;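 active = B-score under library mean minus 3 SD, initial fluorescence not abnormally high, positive integrated signal ratio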;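 also: B-score derived from integrated fluorescence ratio over the kinetic read; more negative B-score means stronger inhibition of depolarization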
TRPC4 PAM: allosterically enhances the mouse TRPC4 cation channel; B-score at 10 µM; HEK293 TRPC4beta/mu-opioid, DAMGO EC20, Fluo-4 Ca2+ flux; active compounds read high; actives 0.42% (n = 310,000);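 active = B-score of calcium response area above 5 SD of library B-scores, with initial fluorescence ratio within 5 SD of library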;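 also: B-score of integrated fluorescence ratio over time as area under calcium response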
MrgX1 antagonist: blocks BAM8-22 activation of human MrgX1 receptor; AID 588676; Q96LB2; actives 1.3% (n = 310,000); B-score at 10 µM; MRGX1-HEK293 calcium flux, Fluo-4, BAM8-22 antagonism; active compounds read low;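 active = calcium-response B-score plate-corrected more than 3 library SD below zero, starting fluorescence within 5 deviations, no agonist response on first addition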;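 also: peak minus trough fluorescence over baseline after final BAM8-22 challenge near maximal dose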
* hit, by the source's call; i = inactive; / = no result given.

SMILES	SKKanGAS inh	KLF5 inhibitor	IEC-6 tox	TRPC4 agonist	HIF act	TRPC4 inh	TRPC6 act	aSyn UTR inh	TRPC6 inh	TRPC4 PAM	MrgX1 antagonist
CC(=O)c1ccc(-n2c(CCC(=O)O)ccc2-c2ccc(C)cc2)cc1	4	-20	3	i	0.9	i	i	2	i	i	i
O=C(CCc1ccccn1)NC1CCCc2c1cnn2-c1ccc(F)cc1F (stereo not drawn)	1	-2	-4	i	0.1	i	i	12	i	i	i
O=C(CSc1ccccc1)Nc1ccc(C(=O)Nc2cccc(O)c2)cc1	17	-36	3	i	0.4	i	i	-104	i	i	i
COc1ccc(/C=N/Nc2cc(C)nc(-n3nc(C)cc3C)n2)c(OC)c1	103*	4	8	i	8.2	i	i	25	i	i	i
Fc1ccc(OCc2nc3ccccc3s2)cc1	12	-63	4	i	1.0	i	i	-178	i	i	i
CCOCc1nnc(NC(=O)C2CCN(C(=O)c3ccco3)CC2)s1	-1	-5	2	i	0.7	i	i	0	i	i	i
CCCCn1c(=O)[nH]c(=O)c2c1nc(Cn1ncc(Cl)c(Cl)c1=O)n2CCC	0	50	102*	i	-4.9	i	i	-106	i	i	i
CC1c2[nH]c3ccccc3c2C[C@H]2C(=O)N(CCCN(C)C)CC(=O)N12 (stereo partly drawn)	1	-54	-4	i	-1.8	i	i	-4	i	i	i
Cn1c(=O)c2c(nc(CN3CCc4ccccc4C3)n2Cc2ccc(F)cc2)n(C)c1=O	5	-23	-2	i	0.3	i	i	4	i	23*	i
Cc1ccc(C(=O)NCc2ccc3c(c2)OCO3)cc1S(=O)(=O)N1CCCCC1	-4	9	-2	i	0.0	i	i	18	i	i	i
CCc1noc(C)c1C(=O)N1CCN(S(=O)(=O)c2ccc(C(C)=O)cc2)CC1	6	/	/	i	0.0	i	i	3	i	i	i
Nc1nc2c([N+](=O)[O-])cccc2s1	0	-6	5	i	-0.9	i	i	22	i	i	i
CCc1ccc(CCC(=O)Nc2ccc(C(C)=O)cc2)o1	8	1	-3	i	-0.6	i	i	-9	i	i	i
CCCCNC(=O)CSc1nc2ccccc2c(=O)n1CC1COc2ccccc2O1 (stereo not drawn)	9	9	-3	i	0.2	i	i	11	i	i	i
Cc1cc(C)nc(SCc2nnc(SCC(=O)N3CCOCC3)o2)n1	1	15	4	i	0.3	i	i	5	i	i	i
C/C(=N\NC(=O)c1ccc(C)cc1C)c1ccc2c(c1)OCO2	4	-25	4	i	0.1	i	i	-23	i	i	i
COC(=O)CSc1nnc(-c2cccs2)n1-c1ccc(Cl)cc1	-9	-23	-3	i	1.3	i	i	-4	i	i	i
CC1(C)Cc2c(C#N)c(N3CCN(C(=O)c4ccccc4Cl)CC3)nc(-c3ccco3)c2CS1	13	-1	1	i	0.0	i	i	19	i	i	i
CCOC(=O)Cn1c(=O)oc2cc(S(=O)(=O)N3CCc4ccccc43)ccc21	-1	-12	-2	i	-0.5	i	i	-9	i	i	i
Cc1ccc2cc(CN(Cc3ccco3)S(=O)(=O)c3c(C)ccc4nsnc34)c(=O)[nH]c2c1	8	27	4	i	-0.1	i	i	48	i	i	i
COc1cc(CCN2C(=O)c3cccc4cccc(c34)C2=O)c(S(=O)(=O)NCCO)cc1OC	2	-31	-5	i	-1.0	i	i	4	i	i	i
CN(Cc1ccccc1)C1CCN(Cc2ccccc2[N+](=O)[O-])CC1	1	6	7	i	-0.9	i	i	-1	i	i	i
CC(C(N)=O)N1C(=O)C2C3C=CC(C3)C2C1=O (stereo not drawn)	-10	-8	2	i	0.1	i	i	2	i	i	i
CCOc1ccc(NC(=O)c2oc3ccccc3c2NC(=O)CC)cc1	-9	-22	0	i	0.8	i	i	-123	i	i	i
O=C(COc1ccc(Br)cc1Cl)NC1CCN(Cc2ccccc2)CC1	3	-39	-2	i	0.0	i	i	21	i	i	i
Later entries.
SMILES	SKKanGAS inh	KLF5 inhibitor	IEC-6 tox	TRPC4 agonist	HIF act	TRPC4 inh	TRPC6 act	aSyn UTR inh	TRPC6 inh	TRPC4 PAM	MrgX1 antagonist
COc1cc2c(N3CCOCC3)cc(O)c(CC(=O)Nc3ccccc3)c2cc1OC	6	5	-3	i	1.1	i	i	-5	i	i	i
COC(=O)/C(=C\c1ccc2c(c1)c1ccccc1n2C)NC(=O)c1ccccc1	9	-43	2	i	1.6	i	i	-50	i	i	i
Clc1ccccc1/C=C/C=N/Nc1nc(N2CCOCC2)nc(N2CCOCC2)n1	-1	-10	1	i	-0.4	i	i	-13	i	i	i
O=C(Nc1ccccc1)C1CCN(C(=O)c2ccc([N+](=O)[O-])cc2)CC1	-14	-28	3	i	0.4	i	i	-7	i	i	i
COc1ccc(C2CC(=O)Oc3c(C(CCN4CCN(c5ccccc5)CC4)c4ccc(N(C)C)cc4)c(OC)cc(OC)c32)cc1 (stereo not drawn)	0	/	/	i	-0.5	i	i	9	i	i	i
Cc1nn(CCC(=O)NCc2ccc(N(C)C)cc2)c(=O)c2nn(-c3ccccc3)c(C)c12	1	-32	2	i	-0.1	i	i	-11	i	i	i
c1ccc(Oc2ccc(-n3cnnn3)cc2)cc1	-1	-12	2	i	0.1	i	i	25	i	i	i
CCOc1cc(/C=N/n2cnnc2)ccc1OS(=O)(=O)c1ccccc1	-2	13	5	i	-0.1	i	i	-2	i	i	i
Cc1ccc2c3c([nH]c2c1)C(=O)CC(C)(C)S3	3	-2	2	i	0.8	i	i	-17	i	i	i
NC(=O)c1sc2nc(-c3ccccc3)ccc2c1N	-3	-121	1	i	1.5	i	i	-73	i	i	i
COc1cccc(-c2nc(-c3ccc(NC(=O)c4cccs4)cc3)no2)c1	48	-31	0	i	1.6	/	i	-154	i	i	i
COc1cccc(/C=N/n2c(COc3ccccc3)n[nH]c2=S)c1OC	10	-45	0	i	-4.6	i	i	11	i	i	i
O=C(COC(=O)c1ccccc1Cl)NCCC1=CCCCC1	-4	-61	0	i	3.2	i	i	-79	i	i	i
Cc1cccc(NC(=O)C2(c3ccc([N+](=O)[O-])cc3)CCCC2)c1	-2	-8	-7	i	-0.5	i	i	25	i	i	i
CC(C)n1c(O)c(N=Nc2ccc(Cl)c(C(=O)O)c2)c2ccccc21	-2	-29	-9	i	0.1	i	i	7	i	i	i
CCOc1ccccc1N(CC(=O)Nc1ccccc1C(=O)O)S(C)(=O)=O	0	-3	2	i	0.3	i	i	-19	i	i	i
O=C1C2CCCN2C(=O)N1CCCN1CCN(c2cccc(Br)c2)CC1 (stereo not drawn)	4	-12	1	i	-21	i	i	3	i	i	i
COc1ccccc1N1CCN(C2CCN(C(=O)c3ccc(F)cc3)CC2)CC1	3	-21	-4	i	-0.1	i	i	21	i	i	i
COc1cc(/C(C)=N\NC(=O)CSc2nc3ccccc3n2C)ccc1O	-1	-11	8	i	0.9	i	i	17	i	i	i
Cc1cc(N2CCCCC2)nc(N2CCCCC2)n1	5	-22	0	i	-0.3	i	i	-3	i	i	i
CCN(CC)S(=O)(=O)c1cccc(-c2n[nH]c(=S)n2CC(C)C)c1	0	5	7	i	-0.9	i	i	22	i	i	i
CCOC(=O)C1=C(N)N2C(=O)C(C)SC2=C(C(=O)OCC)C1c1ccccc1 (stereo not drawn)	12	-16	-4	i	0.1	i	i	-1	i	i	i
CCn1c(C)nc2cc(C(=O)N/N=C/c3ccc(O)c(O)c3O)ccc21	-3	-8	-17	i	0.2	i	i	0	i	14*	/
CC(C)(C)C1CCc2c(sc(NC(=O)CSc3ncn[nH]3)c2C#N)C1 (stereo not drawn)	-2	-20	-1	i	-0.1	i	i	3	i	i	i
Cc1ccc(S(=O)(=O)N2CCN(C(=O)c3ccc(N4CCCCC4)c([N+](=O)[O-])c3)CC2)cc1	-3	-6	1	i	-0.5	i	i	16	i	i	i

A few values from the entries so far.
`Fc1ccc(OCc2nc3ccccc3s2)cc1` in HIF act = 1.0
`COc1cc(CCN2C(=O)c3cccc4cccc(c34)C2=O)c(S(=O)(=O)NCCO)cc1OC` in KLF5 inhibitor = -31

Next results
SMILES	SKKanGAS inh	KLF5 inhibitor	IEC-6 tox	TRPC4 agonist	HIF act	TRPC4 inh	TRPC6 act	aSyn UTR inh	TRPC6 inh	TRPC4 PAM	MrgX1 antagonist
Cc1ccccc1NC(=O)c1ccc2c(c1)CCN2S(C)(=O)=O	-2	-15	1	i	0.3	i	i	-10	i	i	i
CCOC(=O)c1c(NC(=O)COC(=O)CCCOc2ccc(OC)cc2)sc(C(=O)NC)c1C	-4	/	/	i	-1.8	i	i	7	i	i	i
COC(=O)C1=C(CN2CCCc3ccccc32)NC(=O)NC1c1ccc(F)cc1 (stereo not drawn)	20	85*	-4	i	/	i	i	79*	i	i	i
COc1ccc(C(=O)OCC(=O)Nc2nc3c(F)c(F)c(F)cc3s2)cc1OC	-2	-8	-3	i	-0.6	i	i	-13	i	i	i
CC(=O)Nc1cccc(NC(=O)C(F)(F)F)c1	3	-12	4	i	-0.1	i	i	-1	i	i	i
CC(=O)OCC1=C(C(=O)O)N2C(=O)C(NC(=O)C(C)Cn3nc(C)c(Cl)c3C)C2SC1 (stereo not drawn)	101*	-23	-6	i	2.0	i	i	-8	i	i	i
COc1cc(C(C)=O)ccc1OCC(O)Cn1nc(C)c(C(C)=O)c1C (stereo not drawn)	3	-55	0	i	1.0	i	i	-5	i	i	i
O=C(NCc1cccc(F)c1)C1CCC(=O)N(CCc2cccc(F)c2)C1 (stereo not drawn)	0	-25	10	i	0.8	i	i	-21	i	i	i
COc1ccc(OCc2ccc(C(=O)N3CCOCC3)cc2)cc1	-6	-50	-4	i	-0.2	i	i	-29	i	i	i
COc1ccc(C(=O)Nc2ccc(N3CCOCC3)cc2)cc1S(=O)(=O)NC1CCCC1	1	4	-2	i	-2.6	i	i	1	i	i	i
Cc1ccc(CSCCC(=O)NCCC2=CCCCC2)cc1	-16	0	-2	i	0.1	i	i	-27	i	i	i
CC(/C=N/NC(=O)c1ccc(Br)cc1)=C\c1ccccc1	-7	-9	1	i	/	i	i	-20	i	i	i
O=C(Nc1ccc(Cl)c([N+](=O)[O-])c1)Nc1nc2ccccc2s1	40	-15	-5	i	0.8	i	i	-47	i	i	i
COc1ccc(-n2ncc3c(NCc4cccs4)ncnc32)cc1	3	-136	3	i	3.5	i	i	-171	i	i	i
CCOc1ccc(NC(=O)C2CCN(S(=O)(=O)c3cccs3)CC2)cc1	-8	0	-9	i	0.0	i	i	-26	i	i	i
O=C(Nc1ccc(Cl)cc1)c1ccc(CN2CCc3ccccc3C2)cc1	-3	11	-1	i	1.8	i	i	-14	i	i	i

Shown as a hit in aSyn UTR inh, of those listed so far:
molecule,KLF5 inhibitor,TRPC4 agonist,TRPC4 inh,TRPC6 act,aSyn UTR inh,TRPC4 PAM,MrgX1 antagonist
COC(=O)C1=C(CN2CCCc3ccccc32)NC(=O)NC1c1ccc(F)cc1 (stereo not drawn),85*,i,i,i,79*,i,i

Bioassay records (PubChem)
